TSHR antagonist – human thyrotropin receptor antagonism. P16473. activity change, negative = inhibition, % at 11.5 µM. TSHR-expressing cells, TSH-stimulated cAMP HTRF, 2 h; active compounds read low. 0.2% of 330,000 active;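 active means activity change below a set negative limit, meaning inhibition stronger than a set level, cut at about -70% in these data; inconclusive means activity change between two set negative limits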; further: on the % scale 0 is the no-effect control and ±100 the full control effect
Target sequence (P16473 whole entry, looked up): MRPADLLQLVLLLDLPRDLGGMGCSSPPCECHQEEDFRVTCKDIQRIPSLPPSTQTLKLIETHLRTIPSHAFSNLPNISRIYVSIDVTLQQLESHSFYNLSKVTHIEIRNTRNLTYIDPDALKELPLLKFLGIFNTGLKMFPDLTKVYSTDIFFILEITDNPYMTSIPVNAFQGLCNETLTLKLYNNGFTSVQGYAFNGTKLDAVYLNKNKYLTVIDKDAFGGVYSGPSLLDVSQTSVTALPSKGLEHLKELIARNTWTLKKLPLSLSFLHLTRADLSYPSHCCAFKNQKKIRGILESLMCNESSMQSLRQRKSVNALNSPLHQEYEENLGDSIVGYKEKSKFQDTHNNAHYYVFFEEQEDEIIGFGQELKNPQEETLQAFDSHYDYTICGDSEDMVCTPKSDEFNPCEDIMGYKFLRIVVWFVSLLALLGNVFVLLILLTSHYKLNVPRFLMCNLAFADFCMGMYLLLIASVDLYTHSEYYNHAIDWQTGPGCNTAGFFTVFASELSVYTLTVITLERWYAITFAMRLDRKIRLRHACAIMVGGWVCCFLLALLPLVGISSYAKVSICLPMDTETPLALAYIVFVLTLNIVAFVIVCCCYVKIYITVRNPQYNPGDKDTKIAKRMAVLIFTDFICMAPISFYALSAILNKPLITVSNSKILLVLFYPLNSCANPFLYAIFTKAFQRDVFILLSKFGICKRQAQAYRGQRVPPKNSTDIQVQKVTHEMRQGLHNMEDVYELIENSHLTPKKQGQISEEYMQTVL
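Inhibition of cAMP made by TSHR-expressing cells under TSH stimulation (4nM final, EC80; 2 h, 37 deg C) is quantified with a one-step lysis HTRF kit, anti-cAMP cryptate versus cAMP-d2.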
B2AR arrestin – recruits beta-arrestin to the human beta2-adrenergic receptor. P07550. beta-arrestin recruitment to beta2AR, cell-based reporter. Potency, µM (titrated, usually from 46.1 µM), for the others: at the highest dose activation, hits mostly activators. 0.02% of 330,000 active. AID 492947;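 further: potency means the concentration at half of the fitted maximal effect; 0% = DMSO controls and full agonism = EC100 isoproterenol or metaproterenol; nearly all actives have a fitted effect of over 65% in size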
TCR activator – T cell receptor activation. primary human leukocytes, anti-CD3, IL-2 HTRF, 48 h. Potency, µM (highest dose often 9.22 µM), without a hit: at the highest dose activation of IL-2 secretion, actives largely listed as activators. 330,000 tested, under 10 active; further: % of control where 0% means no effect
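Compounds are tested in HTS on primary human leukocytes co-incubated with a-CD3 beads for 48 hr. IL-2 output is measured by time-resolved FRET.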
Eya2 phos inh – blocks the phosphatase activity of human Eya2; Potency, µM (top dose mostly 76.9 µM), for inactives: at the top dose activity, negative = inhibition, actives largely listed as inhibitors; 0.006% of 330,000 active; recombinant Eya2, OMFP fluorescence dephosphorylation (OMFP is methylfluorescein phosphate); O00167; further: potency means the concentration at half of the fitted maximal effect; on the % scale 0 is the no-effect control and ±100 the full control effect
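Eya2 protein (added as 0.2 uM solution) was preincubated with compound for 10 min at ambient temperature in 50 mM HEPES pH 7.5, 50 mM NaCl, 5 uM MgCl2, 0.05% BSA, 1 mM DTT. OMFP (added at 50 uM) then reacted 10 min; fluorescence read at 485/525 nm.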
BCR signal inh – chronic active BCR signaling inhibition; Potency, µM (highest dose often 46.1 µM), for inactives: at the top dose ratio change, negative = lower green/red ratio, most hits filed as inhibitors; ABC-DLBCL IkBa-CBG/CBR reporter, luminescence ratio, 4 h; 0.05% of 340,000 active; active means well fitted inhibition curve with a large enough effect in the signal ratio, with a control signal flat, not every such curve was filed as active; inconclusive means small, poorly fitted or top-dose-only effect, or effect the other way, or a change in a side signal; the % refers to the signal ratio;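 further: potency means the concentration at half of the fitted maximal effect; plate controls were basal doxycycline-induced cells for no effect and cells given 10 µM MG132 for full effect; MG132 reads +100%, hits lower the ratio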
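TMD8 human ABC-DLBCL cells with doxycycline-inducible IκBα–green luciferase fusion and unfused red luciferase, in 0.5% FBS medium; compounds up to 46 uM, 4 h at 37C. Green/red luminescence ratio, filter-overlap corrected, fitted to concentration-response curves.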
USP2a inh – USP2a (human) protease inhibition; Potency, µM (highest dose often 38.3 µM), for the others: at the top dose activity change, negative = inhibition, actives largely listed as inhibitors; USP2 core, Ub-CHOP2 coupled fluorogenic reporter, 485/531; 0.01% of 330,000 active; AID 463254;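 further: potency means the concentration at half of the fitted maximal effect; plate controls were DMSO wells for no effect and full inhibition by NEM control for full effect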
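USP2 core (10nM final) preincubated 30min RT with compound in 20mM Tris-HCl pH 8.0, 2mM CaCl2, 2mM beta-mercaptoethanol, 0.05% CHAPS; 25nM Ub-CHOP2 plus 25nM reporter substrate added, fluorescence (Ex485/Em531) read after 60min.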
PTAP TSG101 blk – blocks PTAP/TSG101 interaction to inhibit HIV-1 budding. 340,000 tested, under 10 active. Q99816. AID 493005. Potency, µM (titrated, usually from 115 µM), for inactives: at the highest dose activity change, negative = inhibition, hits mostly inhibitors. Fluorescence polarization, FITC-PTAP peptide / Tsg101 binding; active means well fitted inhibition curve with a large enough effect in the main read-out, with a control signal flat, not every such curve was filed as active; inconclusive means small, poorly fitted or top-dose-only effect, or effect the other way, or a change in a side signal; inactive means no such curve, though single readings can be large or run the other way; further: potency means the concentration at half of the fitted maximal effect; % of control where 0% means no effect
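Fluorescence polarization binding of Tsg101 binding domain (10 uM final) to FITC-labeled PTAP peptide (50 nM final) in HEPES pH 7.5 buffer with NaCl, Tween 20, EDTA, TCEP. Compounds added before peptide; binding 20 min at RT.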
uPA surface inh – inhibitors of cell surface uPA generation; cell surface uPA generation assay, qHTS; Potency, µM (doses to about 38.3 µM), for the others: at the highest dose activity change, negative = inhibition, most hits filed as inhibitors; 0.31% of 330,000 active; active means well fitted inhibition curve with a large enough effect; inconclusive means small, poorly fitted or top-dose-only effect; inactive means no such curve, though single readings can be large or run the other way; tested in mouse RAW 264.7 cells; further: potency means the concentration at half of the fitted maximal effect; on the % scale 0 is the no-effect control and ±100 the full control effect; nearly all actives have a fitted effect of over 55% in size
Mito fusion yeast – inhibitors of mitochondrial division or activators of mitochondrial fusion. S. cerevisiae fusion-defective mutant growth rescue, CellTiterGlo 48 h. 0.23% of 320,000 active. Potency, µM (highest dose often 46.1 µM), inactives show at the top dose growth rescue (activation), most hits filed as activators;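 further: potency means the concentration at half of the fitted maximal effect; % of control where 0% means no effect; nearly all actives have a fitted effect of over 45% in size; temperature-sensitive fusion mutants such as fzo1-1 at 37 °C on non-fermentable ethanol glycerol medium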
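Luminescent cell viability in 1536-well qHTS format served as the measure of rescued growth in ts fusion-mutant S. cerevisiae cultured on non-fermentable YPEG for 48 hours at 37C.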
Tb PFK block – T. brucei PFK enzyme inhibition; O15648; T. brucei PFK, ADP-Glo luminescence; Potency, µM (series often up to 57.5 µM), for the others: at the top dose activity, negative = inhibition, hits mostly inhibitors; 0.17% of 330,000 active; AID 485367;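 further: potency means the concentration at half of the fitted maximal effect; 0% = uninhibited 1x PFK enzyme wells and -100% = no-enzyme wells; nearly all actives have a fitted effect of over 60% in size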
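Compounds were pin-transferred as a titration series up to 57 uM into substrate buffer (0.5 mM F6P, 0.1 mM ATP, pH 8.0), then 1.25 nM PFK was added and reactions ran 45 min before ADP-Glo detection.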
ELG1 DNA repair – blocks ELG1-dependent DNA repair in HEK293T cells; HEK293T ELG1-luciferase reporter, luminescence, 16 h; DNA damage induced by 5-fluorouridine; Potency, µM (doses to about 46.1 µM), for inactives: at the top dose activity change, negative = inhibition, hits mostly inhibitors; 2.3% of 330,000 active; further: potency means the concentration at half of the fitted maximal effect; on the % scale 0 is the no-effect control and ±100 the full control effect; nearly all actives have a fitted effect of over 55% in size
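Quantitative HTS, concentration-response format. 2,000 cells/well co-treated with 5-fluorouridine and compound, 16 hr in 5% CO2 at 37 °C; ONE-Glo luminescence read after 30 min.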
* marks the source's active call; other numbers are inactive results; ? = inconclusive; nt = not tested or not shown; [ ] = dose if it differs, or a comment. Unless noted, the call rests on the fitted dose curve; in most records, active means well fitted curve in the direction sought with a large enough effect; inconclusive means small, poorly fitted or top-dose-only effect, or another doubt; inactive means no such curve, though single readings can be large; an effect the other way counts as inactive or inconclusive.

SMILES | TSHR antagonist | B2AR arrestin | TCR activator | Eya2 phos inh | BCR signal inh | USP2a inh | PTAP TSG101 blk | uPA surface inh | Mito fusion yeast | Tb PFK block | ELG1 DNA repair
CC(=O)N[C@@H](Cc1c[nH]c2ccccc12)C(=O)OCc1ccc(C#N)cc1 | -4 | -0.9% | 7% | 3% | 4% | 3% | -3% | 1% | 2% | 1% | 1%
COc1ccc(/C=C/C(=O)Oc2ccc(/C=N/NC(=O)c3ccncc3)cc2)cc1 | 32 | -0.3% | -2% | 1% | -3% | 0% | -11% | -1% | 1% | 0% | 20%
COc1ccc(/C=N/NC(=O)c2cc(O)c(O)c(O)c2)cc1Cn1cc([N+](=O)[O-])cn1 | 12 | 3.3% | -9% | 1% | ? | -16% | -1% | -11% | -4% | -15% | -22%
COc1ccc2cc(CN(CC3CCCO3)S(=O)(=O)c3ccc(C(C)=O)cc3)c(=O)[nH]c2c1 (configuration not stated) | -2 | -0.1% | nt | 0% | 27% | 4% | 6% | -2% | 4% | -8% | ?
Cc1cccc(C(=O)Nc2cc(C)ccc2NC(=O)COc2ccccc2)c1 | 5 | -0.4% | 6% | -10% | 1% | 0% | -4% | -1% | 2% | -1% | ?
Cc1cc(O)c2/c(=N\N)c(-c3csc(C)n3)coc2c1 | 7 | -0.3% | 1% | 1% | ? | 4% | -3% | 5% | -13% | -1% | 23%
Fc1ccc(C(Nc2ccccn2)c2c[nH]c3ccccc23)cc1 (configuration not stated) | -4 | -0.3% | -4% | -29% | ? | 1% | -1% | -22% | 3% | -11% | -18%
CCN(CC)S(=O)(=O)c1cccc2nsnc12 | 5 | -0.1% | 0% | 8% | 3% | 0% | -6% | nt | -2% | -8% | 1%
Cc1ccccc1OCC(=O)NC(=S)Nc1ccc(S(=O)(=O)NC2CCCCC2)cc1 | -6 | -0.1% | 4% | 7% | 9% | 1% | 0% | 5% | 2% | 0% | 4%
CCn1nc(C(=O)OCc2cccc(S(=O)(=O)N(C)C)c2)c2ccccc2c1=O | -10 | -1.0% | -4% | 5% | 2% | 13% | 0% | 13% | 4% | 2% | -8%
COc1ccccc1NC(=O)Cn1c(C)nc2c(sc(=S)n2Cc2ccco2)c1=O | -27 | 2.9% | 0% | -11% | 6% | -1% | -1% | 5% | 0% | -2% | -8%
O=C(NCc1cccnc1)c1sc2ccccc2c1Cl | -5 | 0.1% | -4% | -10% | 7% | 0% | -6% | nt | -2% | -1% | ?
COc1cccc(OC)c1C(=O)Nc1cccnc1 | 4 | -0.2% | 2% | -7% | -1% | 0% | -2% | -3% | 2% | -1% | 0%
CC(=O)Nc1ccc(S(=O)(=O)NCCC(=O)N2CCN(c3ccccc3Cl)CC2)cc1 | nt | -0.1% | nt | 5% | -6% | 3% | -4% | 13% | nt | -2% | ?
Cc1nc(C)c(CCNC(=O)c2ccc(C(F)(F)F)cc2)s1 | 5 | -0.5% | 2%[46.1 µM] | 1% | ? | 6% | -2% | 0% | -4% | 0% | ?
CCOc1ccc(CCNC(=O)COC(=O)c2cccnc2OCC)cc1OCC | 4 | 0.2% | -1% | 7% | 0% | 0% | -7% | nt | 5% | 4% | 12%
COc1cc(C(=O)NC(C)CCc2ccccc2)cc(OC)c1OC (configuration not stated) | 5 | 4.2% | nt | -3% | ? | 1% | -4% | -1% | 3% | 0% | -2%
CCOCCCN(C(=O)Cn1nnc(-c2ccc(C)o2)n1)C(C(=O)NCC1CCCO1)c1ccc(F)cc1 (configuration not stated) | 7 | -0.5% | -12% | -18% | 2% | 0% | -3% | -4% | -1% | -4% | 14%
Cc1sc2ncn(CC(=O)NCC3COc4ccccc4O3)c(=O)c2c1S(=O)(=O)N1CCOCC1 (configuration not stated) | 11 | 0.0% | -4% | -6% | ? | 0% | -5% | 1% | -3% | -2% | -6%
COc1ccccc1C(=O)N/N=C(\C)CC(=O)Nc1ccccc1NC(C)=O | -8 | -0.6% | -8% | 10% | ? | -1% | -2% | 15% | -1% | -3% | -12%
O=C(NCc1ccccn1)c1n[nH]c2ccccc12 | -4 | 0.0% | -5% | -1% | -1% | 3% | 1% | 0% | 0% | -1% | ?
c1coc(CNc2ncnc3c2oc2ccccc23)c1 | 0 | 0.1% | -1% | 5% | 7% | -1% | -7% | -13% | -7% | 1% | -18%
O=S(=O)(Cc1ccccc1)N1CCCCC1 | 8 | -0.3% | 2% | -13% | 3% | 1% | -3% | -2% | 1% | 1% | ?
O=C(CC1Nc2ccccc2NC1=O)NCCCN1CCCCCC1 (configuration not stated) | 4 | 0.4% | -5% | 4% | -2% | -1% | -3% | 2% | 0% | 7% | 3%
Cc1nc2ccccc2cc1OCc1ccc(Cl)cc1 | -40 | -0.4% | -1% | -15% | ? | -1% | 4% | -10% | 16% | -2% | ?

The list continues:
SMILES | TSHR antagonist | B2AR arrestin | TCR activator | Eya2 phos inh | BCR signal inh | USP2a inh | PTAP TSG101 blk | uPA surface inh | Mito fusion yeast | Tb PFK block | ELG1 DNA repair
Cc1cccc(Nc2nc(N)nc(CN3CCC(C(N)=O)CC3)n2)c1C | 14 | -0.2% | 0% | 7% | 0% | -2% | 0% | 1% | -6% | 14% | 8%
CCOc1ccc(/C=N/NC(=O)c2ccccc2NC(=O)c2ccc(OC)cc2)cc1 | -11 | 2.5% | 6%[46.1 µM] | 5% | ? | 3% | 0% | -11% | 5% | 3% | ?
C/C(=N\NC(N)=S)c1ccccc1 | 3 | -1.0% | -1% | -27% | ? | 0% | 4% | -7% | 0% | 1% | 27%
COC(=O)c1c(-c2ccc(F)cc2)csc1NC(=O)C1CCCO1 (configuration not stated) | -4 | 0.8% | 5% | -7% | -6% | -1% | -3% | 0% | 0% | 3% | 1%
COC(=O)c1sccc1NC(=S)Nc1cc(OC)ccc1OC | 1 | 0.0% | -7% | -3% | -10% | -3% | -8% | 2% | -3% | 6% | -8%
COc1cc(N2C(=O)NC3CC2(C)Oc2ccccc23)cc(OC)c1OC (configuration not stated) | -6 | -0.8% | -6% | 16% | 1% | 4% | -1% | 2% | -1% | 1% | -15%
O=C(C1CCC(CNc2c(N3CCCCC3)c(=O)c2=O)CC1)N1CCc2ccccc2C1 (configuration not stated) | -8 | 0.2% | -5% | -16% | 0% | -3% | -7% | -6% | -4% | -6% | ?
COc1ccc(N(C(=O)Cn2nnc3ccccc32)C(C(=O)NC(C)(C)C)c2ccc(OC)c(O)c2)cc1 (configuration not stated) | 26 | -0.5% | -5% | -3% | -6% | 0% | -6% | 17% | -2% | -5% | 20%
CCNC(=O)Cn1c(=O)c2c(ncn2Cc2ccccc2)n(Cc2ccccc2)c1=O | -9 | -0.4% | 1% | 3% | -6% | 3% | 1% | nt | 0% | -4% | -10%
O=C(N/N=C/c1ccc(OC(=O)c2cccc(Br)c2)cc1)c1cccnc1 | 1 | -0.5% | 0% | 1% | -1% | -5% | -11% | -5% | 0% | 0% | -5%
O=C(COc1ccc(F)cc1)N1CCC(c2ccccc2)C1 (configuration not stated) | -6 | -0.4% | 3%[46.1 µM] | -13% | ? | -1% | -2% | -6% | 1% | -14% | ?

Profiles as entered above:
`COc1ccc(N(C(=O)Cn2nnc3ccccc32)C(C(=O)NC(C)(C)C)c2ccc(OC)c(O)c2)cc1` (configuration not stated) is listed with TSHR antagonist: 26; B2AR arrestin: -0.5%; TCR activator: -5%; Eya2 phos inh: -3%; BCR signal inh: -6%; USP2a inh: 0%; PTAP TSG101 blk: -6%; uPA surface inh: 17%; Mito fusion yeast: -2%; Tb PFK block: -5%; ELG1 DNA repair: 20%
`CCNC(=O)Cn1c(=O)c2c(ncn2Cc2ccccc2)n(Cc2ccccc2)c1=O` is listed with TSHR antagonist: -9; B2AR arrestin: -0.4%; TCR activator: 1%; Eya2 phos inh: 3%; BCR signal inh: -6%; USP2a inh: 3%; PTAP TSG101 blk: 1%; uPA surface inh: nt; Mito fusion yeast: 0%; Tb PFK block: -4%; ELG1 DNA repair: -10%

Bioassay records (PubChem)
